AI-2 QS modul: Vibrio harveyi AI-2 quorum sensing modulators, primary screen, JMH597 strain, luminescence/OD600 ratio; Vibrio harveyi JMH597 AI-2 luminescence/OD600 ratio, 9 h; active compounds read low; strain lacks LuxN and CqsS sensors; 0 = neutral-control median; activity change, % at 7.5 µM; 0.4% of 300,000 active; in the data active = activity change below about -75%, passing the limit was not always enough;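 also: luminescence divided by OD600 gain over 9 h not by final OD600 alone; inactives centre near 13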
aSyn UTR inh: MLPCN primary screen, SNCA 5' untranslated region. inhibition, % (tested at 7.5 µM). alpha-synuclein 5'UTR reporter, inhibitor activity. 0.82% of 300,000 active; in the data active = inhibition above about 60%;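 also: H4 neuroglioblastoma cells stably carrying SNCA 5'UTR luciferase fusion; 0% = DMSO wells and 100% = positive control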
IEC-6 tox: cytotoxicity in IEC-6 intestinal epithelial cells, primary screen, cytotoxicity control for KLF5 inhibitor project, cell-based, luminescence; inhibition, % at 5 µM; IEC-6 cytotoxicity, luminescence viability; AID 1825, 2009; 0.78% of 290,000 active; in the data active = inhibition above about 22%;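 also: 0% = plate median of test compound wells and 100% = cytotoxic reference compound wells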
GSK3 alpha inh: blockers of GSK3A enzyme activity – biochemical, luminescence, cell-free homogeneous, HTS, primary screen; Glycogen synthase kinase-3 alpha (Homo sapiens), P49840; GSK-3 alpha kinase, ADP-Glo luminescence, 60 min; inhibition, % at 10 µM; 0.1% of 320,000 active;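 in the data active = inhibition above about 50%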;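 also: GST-tagged GSK-3 alpha with peptide substrate and 25 µM ATP; 0% = DMSO neutral wells and 100% = GW8510 positive control wells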
Target sequence (P49840 whole entry, looked up): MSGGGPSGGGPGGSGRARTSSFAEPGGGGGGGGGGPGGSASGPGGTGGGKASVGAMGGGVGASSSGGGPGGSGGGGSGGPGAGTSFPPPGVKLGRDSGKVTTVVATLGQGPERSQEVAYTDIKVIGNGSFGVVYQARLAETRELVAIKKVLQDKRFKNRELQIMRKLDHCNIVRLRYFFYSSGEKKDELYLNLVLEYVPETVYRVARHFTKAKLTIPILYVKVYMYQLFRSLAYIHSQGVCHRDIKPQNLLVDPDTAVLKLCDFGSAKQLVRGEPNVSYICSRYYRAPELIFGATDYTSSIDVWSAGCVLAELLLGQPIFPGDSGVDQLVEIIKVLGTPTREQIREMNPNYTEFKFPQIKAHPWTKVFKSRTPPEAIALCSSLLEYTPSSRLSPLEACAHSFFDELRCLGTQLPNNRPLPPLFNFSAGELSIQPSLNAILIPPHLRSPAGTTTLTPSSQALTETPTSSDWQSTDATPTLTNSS
HSF1 inh: HSF1 inhibitors in luciferase reporter cells, primary screen, cell-based, NIH3T3, luminescence. NIH3T3-HGL HSE-luciferase, MG132-induced, luminescence 8 h; active compounds read low. activity change, negative = inhibition, % at 7.5 µM (by protocol). 0.77% of 300,000 active. AID 2098, 2009;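 active = more than half of replicate wells show activity change below -50%, luminescence cut by over half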;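 also: luciferase reports HSF-1 transcriptional activity via heat shock element; 0% = median of DMSO wells and -100% = zero luminescence signal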
HIF activator: HIF pathway transcriptional activators, primary screen, cell-based, U2OS HRE-luciferase, luminescence; U2OS HRE-luciferase reporter; normalized: DMSO 0%, desferrioxamine 100%; activation, % at 7.5 µM (by protocol); 0.32% of 300,000 active; AID 1910, 2009;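 active = mean activation of at least 10% of the iron chelator positive control signal, with at least half of replicates also reaching 10%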
GSK3beta inhib: human GSK3beta kinase inhibitors, primary screen, biochemical, cell-free homogeneous, HTS; 0.038% of 300,000 active; GST-GSK3beta kinase, ADP-Glo luminescence, 60 min; active compounds read low; activity score (negative = inhibition), % at 10 µM;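 active = more than half of replicate wells score below -50%, meaning over 50% inhibition versus plate controls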;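 also: 0% = median DMSO wells and -100% = median GW8510 positive control wells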
Target sequence (P49841 whole entry, looked up): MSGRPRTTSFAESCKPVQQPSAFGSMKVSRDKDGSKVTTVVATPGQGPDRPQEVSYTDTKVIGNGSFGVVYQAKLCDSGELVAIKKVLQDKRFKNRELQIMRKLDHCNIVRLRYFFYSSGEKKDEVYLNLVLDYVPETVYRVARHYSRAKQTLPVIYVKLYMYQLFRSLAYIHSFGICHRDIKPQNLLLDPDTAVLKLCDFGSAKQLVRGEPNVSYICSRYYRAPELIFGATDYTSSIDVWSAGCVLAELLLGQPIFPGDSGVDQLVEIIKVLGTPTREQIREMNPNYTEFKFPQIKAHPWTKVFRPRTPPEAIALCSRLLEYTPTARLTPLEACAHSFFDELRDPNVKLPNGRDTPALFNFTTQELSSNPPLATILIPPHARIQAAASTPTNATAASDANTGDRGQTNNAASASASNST
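Assay system: GST-fused GSK3beta enzyme, cell-free / Medium: Tris pH 7.5 buffer with MgCl2, DTT, BSA, heparin / Also added: peptide substrate plus 25 µM ATP (final) / Compound: 10 µM single point / Timing: kinase reaction with compound 60 min at room temperature / Detection: ADP-Glo luminescence / Benchmarks: DMSO neutral wells and GW8510 at 20 µM as positive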
HSP90 inh: HSP90 inhibitors, primary screen, cell lysate, luminescence. Heat shock protein HSP 90 (rabbit reticulocyte lysate; luciferase refolding). Rabbit reticulocyte lysate, luciferase refolding luminescence, 3 h. inhibition, % at 5.6 µM. 0.91% of 290,000 active. AID 1789, 2009;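 active = inhibition above the screen-wide mean plus 3 SD, computed separately per campaign, cut at about 16% in these data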;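 also: 0% = DMSO wells and 100% = 60 µM geldanamycin wells; inhibitors lower the luminescence because luciferase stays unfolded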
KLF5 inhibitor: KLF5 expression inhibitors, primary screen, DLD-1 cells, luminescence. inhibition, % at 5 µM. AID 1700, 2009. DLD-1 KLF5 promoter-luciferase reporter. 0.23% of 290,000 active;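 active = inhibition above a per-plate limit of that plate's mean compound inhibition plus 3 SD, cut at about 60% in these data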;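 also: 0% = DMSO wells and 100% = LY294002 at 200 µM; higher means less KLF5 promoter-driven luciferase light; inactives centre near -14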
HSF-1 act: HSF-1 activators, primary screen, NIH3T3-HGL cells, MG132 stress, luminescence, single point; NIH3T3-HGL HSF-1 luciferase reporter, 8 h; 100% = twice DMSO control signal; activation, % at 9 µM; 1.7% of 300,000 active; AID 504408, 2011;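 active = mean replicate activation of at least 50% with a set share of replicates each reaching 50%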;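 also: 0% = median of the neutral control wells and 100% = twice that signal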
Starred values were filed as active, the others as inactive; · = not tested or not shown. Rows are unselected. Share with any hit: about 4.7%.

Below each compound – AI-2 QS modul	aSyn UTR inh	IEC-6 tox	GSK3 alpha inh	HSF1 inh	HIF activator	GSK3beta inhib	HSP90 inh	KLF5 inhibitor	HSF-1 act
Cc1nnc(NC(=O)CSc2nc(C3CCCCC3)nc3ccccc23)s1
→ 15	1	-5	7	0	-0.2	3	1	-52	0
CCCCn1nc2cc(C(=O)NCc3ccccc3)ccc2c1OCC
→ 10	39	-3	0	0	-0.7	4	0	6	-7
C=CCc1ccccc1OCCn1nnc2ccccc21
→ ·	6	0	-1	4	-9.5	·	0	-11	18
N/C(=N\OC(=O)c1cccc2ccccc12)c1ccc(Br)cc1
→ 19	-18	6	·	13	0.1	-2	1	-21	24
CCOc1ccc(CNS(=O)(=O)c2ccc3c(c2)CC(=O)N3C)cc1
→ 10	17	-7	·	-1	·	-1	1	-24	13
Cc1[nH]c(=O)c(Cc2ccccc2)c(O)c1C#N
→ 21	-16	·	2	-7	-0.2	4	·	·	0
Cc1ccc(C=Nc2ccccc2C(N)=O)s1
→ 31	-36	81*	1	32	0.4	1	1	63*	63*
O=C(O)CNC(=O)/C(=C\c1cccc([N+](=O)[O-])c1)NC(=O)c1ccco1
→ 7	5	-9	-2	-8	-0.5	-3	-1	-2	-14
O=S(=O)(c1ccccc1)N1CCN(c2ccnc3cc(Cl)ccc23)CC1
→ 10	27	1	0	-12	-0.6	-2	4	-24	2
Cc1cc(Cl)nc(SCC(=O)c2ccccc2)n1
→ -13	2	1	-2	5	0.7	-1	6	-19	-3
CC(C)CNC(=O)c1ccccc1NC(=O)CN(c1ccccc1)S(=O)(=O)N(C)C
→ 0	3	-5	1	-12	0.3	-2	2	-47	-3
CN(c1ccccc1)c1cc(=O)[nH]c(=O)[nH]1
→ 5	23	-7	0	·	·	-2	-3	-6	·
Cc1cc(C)c(S(=O)(=O)N2CCCC2=O)c(C)c1N(C)S(C)(=O)=O
→ 14	25	-2	-2	4	-0.2	2	-3	-40	-15
CC1(C)CC(=O)c2cc(OCC(=O)O)ccc2O1
→ 34	13	-5	-2	-8	-0.5	5	-2	-16	-1
O=C(CSc1nc(O)cc(=O)n1-c1ccccc1)Nc1ccc(Br)cn1
→ 11	-6	-2	-1	-3	0.1	-5	-3	-18	10
O=C(O)c1ccc(N=N/C(=N\Nc2ccc(C(=O)O)cc2)c2ccccc2)cc1
→ 19	-15	·	·	4	-1.9	-2	·	·	4
COc1ccc(NC(=O)CCCCCN2C(=O)[C@@H]3Cc4ccccc4CN3C2=O)cc1Cl
→ 6	-3	2	1	8	-0.5	-3	6	-4	-4
COc1ccccc1N1CCN(C(=O)CSc2ccc3c(C)cc(C)nc3n2)CC1
→ 19	-2	6	-1	7	-0.6	-1	8	6	6
CS(=O)(=O)c1ccc2nc(NC(=O)c3ccc(N4CCCC4=O)cc3)sc2c1
→ 51	1	3	3	-3	2.2	-1	0	-31	-12
Cc1[nH]nc2c1C(c1cccc(O)c1)C1=C(CC(C)(C)CC1=O)N2 (stereo unspecified)
→ 8	-5	-4	97*	7	-0.2	-92*	-3	5	18
COc1ccc(CNC(=O)CN2CCN(C(c3ccccc3)c3ccccc3)CC2)cc1
→ 9	-8	3	-1	-7	-0.6	-1	-4	13	-4
Cc1cccc(NC(=O)c2cccc(C(=O)Nc3cccc(C)c3)c2)c1
→ 14	-7	3	-2	8	-6.9	1	0	-39	28
O=C(CSc1ncc(-c2ccc(F)cc2)[nH]1)N1CCCCC1
→ 36	-54	1	-2	2	2.1	4	-2	-18	19
COc1cccc(C(=O)Nc2ccc(C)cc2)c1
→ 37	-127	11	1	21	1.7	-5	9	-156	32
C=CCOc1cccc(C2/C(=C(\O)c3ccc4c(c3)OCCO4)C(=O)C(=O)N2Cc2cccnc2)c1 (stereo unspecified)
→ 68	9	-4	0	-5	-0.2	0	-4	-7	-4
Cc1nn(C)cc1CN(C)C(=O)c1cc(-c2ccccc2)nc2ccc(Br)cc12
→ 8	-12	5	-1	-19	1.4	3	0	2	-26
O=C(NC(=S)N1CCN(c2nc(-c3ccccc3)cs2)CC1)c1cncc(Br)c1
→ 9	-30	-2	-3	-1	-0.8	1	-4	-22	-1
CC1=C(C(=O)OC(C)C)C(C)C(C(=O)OC(C)C)=C(C)N1
→ 10	15	3	1	2	-0.2	2	-4	-4	23
CC(=O)N1c2ccc(S(=O)(=O)N(C)Cc3ccco3)cc2CC1C (stereo unspecified)
→ 20	1	4	-3	2	0.1	5	-3	10	10
COC(=O)c1ccc(Cc2ccccc2)o1
→ -16	-30	-3	-2	3	0.5	1	-4	-17	8

Below each compound – AI-2 QS modul	aSyn UTR inh	IEC-6 tox	GSK3 alpha inh	HSF1 inh	HIF activator	GSK3beta inhib	HSP90 inh	KLF5 inhibitor	HSF-1 act
CN(CC(=O)Nc1ccc(C#N)cc1)Cc1ccc(Cl)cc1Cl
→ 13	22	7	1	-3	0.1	2	4	-18	5
Cc1nc2c3ccccc3n(Cc3ccccc3F)c2s1
→ 0	24	-2	-1	1	-1.0	-2	5	-17	16
CC(/C=C/c1ccccc1)=N/NC(=O)CCC(=O)Nc1ccccc1C
→ 10	-4	-9	0	-6	0.2	3	7	5	-8
CSc1ccc(C#N)cc1NC(=O)c1ccccc1
→ 17	22	-2	-2	0	-0.2	2	0	5	4
N#Cc1cc2c(nc1SCC(=O)Nc1sc3c(c1C#N)CCC3)CCCC2
→ 14	-240	-3	-1	5	0.7	0	-2	-31	-5
CC(=O)Nc1cccc(C(=O)OC(C)C(=O)Nc2ccc(S(=O)(=O)N3CCCC3)cc2)c1 (stereo unspecified)
→ 5	23	·	2	0	-1.0	2	·	·	0
Cc1cc(C)n(C)c(=O)c1C#N
→ ·	-7	-2	2	-1	-0.8	·	1	-2	3
CCCc1ccc(OCCNC(=O)c2ccccc2Br)cc1
→ 28	2	1	-5	6	-0.4	-2	1	-60	14
CC(C)CNC(=O)CC(c1ccccc1)c1c(O)ccc2ccccc12 (stereo unspecified)
→ 15	13	2	-2	8	0.1	2	-1	3	16
O=C(O)c1[nH]c2ccc(Cl)cc2c1CCN1C(=O)c2ccccc2C1=O
→ -1	-13	4	0	·	·	2	-2	-31	·
O=C(NC1CC1)C1=C[C@H](c2ccc3c(c2)OCO3)C[C@H](OCc2ccc(CO)cc2)O1
→ 8	-6	-6	0	4	0.2	0	7	-26	7
Cc1ccc(C)c(NC(=O)c2nnn(Cc3ccccc3C)c2N)c1
→ 8	22	4	-2	-4	0.4	2	-1	-4	-3
COc1cnc(SCCC(F)=C(F)F)[nH]c1=O
→ 13	3	3	-4	0	-0.1	5	1	-41	3
O=C(COc1cccc(F)c1)N1c2ccccc2Sc2ccccc21
→ 16	-8	-8	1	0	-0.1	2	-1	-33	-13
CCCCCCCC(=O)OCC(O)CO (stereo unspecified)
→ 20	-2	-4	-5	2	0.5	5	0	5	8
Nc1c(C(=O)NC2CCCCC2)nsc1C(=O)OCC(=O)NC1CCCCC1
→ 4	-11	3	-10	-6	-0.6	5	0	-13	22
O=C(NCc1ccccn1)Nc1cccc(Cl)c1
→ -19	-177	6	1	29	·	2	-2	-13	56*
O=C1/C(=C/c2cccnc2)CCC/C1=C\c1cccnc1
→ ·	·	3	3	·	·	·	-3	-3	·
O=C(Nc1cccc(C(F)(F)F)c1)C(SCCO)c1ccccc1 (stereo unspecified)
→ 1	-21	-3	-1	1	0.1	-2	-2	0	-10
Fc1ccc(-c2csc(-c3ccccn3)n2)cc1F
→ 17	-112	2	-1	20	3.1	-5	0	-20	18
O=C(CSc1nc(-c2ccccc2)cs1)NCCN1C(=O)CSC1=O
→ 17	-71	2	-1	-7	2.0	4	7	-49	5
CN(c1ccc(OCC(=O)NC2=NCCS2)cc1)S(=O)(=O)c1ccc(F)cc1
→ 6	-3	0	5	1	-1.2	3	2	-13	7
O=C(CSc1ncccn1)Nc1cc(Cl)ccc1[N+](=O)[O-]
→ 19	-23	2	-1	-5	-0.1	1	1	-27	-16
COC(=O)c1c(-c2ccc(OC)cc2)oc2ccc(-c3cc(OC)c(OC)c(OC)c3)cc12
→ 15	3	·	-2	-8	-0.4	4	·	·	-19
C=CCNC(=O)CSc1nc2cc(C(=O)OCC)ccc2n1CC
→ 20	28	-2	-1	-3	0.1	-2	1	-16	24
COC(=O)c1ccc2[nH]c(C(C)(C)O)c(C)c2c1
→ 22	-94	5	2	9	3.4	0	-7	-76	17
CSc1cc(-c2ccccc2)n(Cc2ccc(Cl)cc2Cl)c(=O)c1C#N
→ 7	-3	1	-2	-1	0.0	2	5	-12	9
COc1ccccc1C1CCN(Cc2ccccc2Cl)CC1
→ 14	10	-5	-1	-1	1.8	8	-2	-28	-3
CC(OC(=O)C1=COCCO1)C(=O)Nc1ccc(Cl)cn1 (stereo unspecified)
→ 5	-14	·	9	-4	0.2	-10	·	·	-13
O=c1oc2ccccc2c2c1nnn2CCO
→ 22	15	1	-2	-10	-62	3	-5	-4	-5

Below each compound – AI-2 QS modul	aSyn UTR inh	IEC-6 tox	GSK3 alpha inh	HSF1 inh	HIF activator	GSK3beta inhib	HSP90 inh	KLF5 inhibitor	HSF-1 act
N#Cc1ccccc1S(=O)(=O)N1CCN(c2ccc(S(=O)(=O)N3CCOCC3)cn2)CC1
→ 25	13	-1	-5	-4	0.3	-1	1	-3	7
O=C1NCCCCC1NS(=O)(=O)c1cccc(C(F)(F)F)c1 (stereo unspecified)
→ 23	-4	4	-1	0	-0.9	3	0	12	-5
Cc1csc(NC(=O)c2ccc(N3CCCC3=O)cc2)n1
→ 26	101*	-2	-1	-26	-6.3	-2	42*	-121	-34
N=C1C(c2ccccc2)=C(O)CN1c1cccc(S(N)(=O)=O)c1
→ 1	-46	3	0	-7	0.2	1	-5	7	20
O=C(Nc1ccccc1)c1cccc(N2C(=O)C3C4C=CC(C4)C3C2=O)c1 (stereo unspecified)
→ 24	-54	0	0	1	1.0	2	2	-43	-6
CCOC(=O)N1CCN(S(=O)(=O)c2ccc(OCC)c(C)c2)CC1
→ 16	·	-4	0	·	·	2	1	-4	·
CCOc1cccc(CN2CCC(N3CCC(C(=O)NCC4CCCO4)CC3)CC2)c1 (stereo unspecified)
→ 20	13	-11	1	-1	-0.2	3	-5	-14	-8
COc1ccc2oc(=O)cc(CN3CCN(Cc4ccc(OC)c(OC)c4OC)CC3)c2c1
→ 16	-4	-6	-1	8	-1.1	1	0	1	9
C=CCn1c(SCc2nc3cc(C(F)(F)F)ccc3c(=O)[nH]2)nc2sc(CC)cc2c1=O
→ 21	18	0	0	23	2.5	3	-7	-14	38
COc1ccc(N=Nc2n(C)c3ccccc3[n+]2C)cc1
→ 38	103*	18	·	-27	1.4	-28	79*	37	-45
CN(C)c1ccc(/C=N/NC(=S)NCc2ccco2)cc1
→ -1	-127	1	-2	11	2.1	0	3	-27	24

High-throughput results from PubChem.
